Screening data deposited in PubChem by several laboratories.
P. falciparum M17LAP – P. falciparum M17LAP inhibitors, primary screen, biochemical, fluorogenic H-Leu-NHMec substrate, 1536-well (AID 1619); inhibition, % at 30 µM, or IC50 in µM where a hit was titrated; actives 0.38% (n = 220,000); recombinant M17LAP, H-Leu-NHMec fluorogenic kinetic assay; higher % means a stronger effect;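 active means compound inhibiting the enzyme by more than half at any dose during confirmatory dose-response retesting; inconclusive means strong single-dose inhibitors picked by rank but not retested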;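 further: plate controls were full reaction with DMSO carrier for no effect and no enzyme background for full effect; strong numbers were not always called active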
Dynein transport – dynein cargo transport inhibition | 3617.4 mouse cells, GR-EGFP nuclear translocation imaging; test concentration mostly 20 µM; stimulated with dexamethasone, 1 µM; active compounds read low | actives 0.47% (n = 220,000) | z-score, hits read low;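 active means plate z-score of nuclear minus cytoplasmic receptor signal below a set negative limit, without overly bright fluorescence or cell loss, cut at about -3.5 in these data, passing the limit was not always enough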;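 further: z-score of nuclear minus cytoplasmic ring GR-EGFP intensity difference per well; some compounds called inactive have numbers as strong as hits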
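Also added – dexamethasone, 1.0 µM final · Buffer or medium – tet-free, stripped-serum medium · Schedule – induction 48 h, compound 1 h, agonist 30 min · Detection – formaldehyde fixation, Hoechst nuclear stain, 10x automated fluorescence imaging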
AID2073 – disruptors of CaV2.2 binding to Mint1 – biochemical, HTRF (AID 2073). actives 0.19% (n = 290,000). HTRF protein-protein interaction, Mint1-CaV2.2; higher % means a stronger effect. inhibition, % at 20 µM; hits with a dose series show IC50 in µM; in the data active means inhibition mostly above about 51%, no sharp cut-off; inconclusive means no clear call, values can overlap the other calls; inactive means mostly below about 53%; further: some results filed as inactive read as strong as hits
SIAH1 antagonists – blockers of Siah-1 interaction with plectin peptide – biochemical, fluorescence polarization, rhodamine-plectin, uHTS, primary screen (AID 1817) | Siah-1 / rhodamine-plectin peptide fluorescence polarization; higher % means a stronger effect | one-dose displacement, % at 20 µM; IC50 in µM for titrated hits | actives 0.02% (n = 290,000);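 active means displacement of at least 50% at 20 µM, with a fluorescence ratio check between 0.3 and a set limit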;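 further: plate controls were Siah plus tracer with DMSO for no effect and tracer alone without Siah for full effect; strong numbers were not always called active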
LYP phosphatase – PTPN22 lymphoid phosphatase activity blockers – biochemical, fluorescence intensity, uHTS (AID 1779); recombinant LYP phosphatase, fluorescence intensity; higher % means a stronger effect; inhibition, % at 11.5 µM; hits with a dose series show IC50 in µM; actives 0.054% (n = 290,000);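 further: plate controls were vehicle with enzyme for no effect and no enzyme for full effect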
human PMI inhibitors – MPI inhibition at elevated mannose 6-phosphate – biochemical, fluorescence intensity, high mannose 6-phosphate, primary screen (AID 1220) | recombinant PMI enzyme, coupled fluorescence intensity; higher % means a stronger effect | one-dose inhibition, % at 20 µM; IC50 in µM for titrated hits | actives 0.66% (n = 190,000)
P. falciparum M1AAP – P. falciparum M1AAP inhibitors, biochemical, fluorogenic H-Leu-NHMec substrate, 1536-well (AID 1445). recombinant M1AAP, H-Leu-NHMec fluorogenic kinetic assay; higher % means a stronger effect. inhibition, % at 30 µM; hits with a dose series show IC50 in µM. actives 0.42% (n = 220,000);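 active means primary inhibition above the hit cutoff, then over 50% inhibition at one or more dose response concentrations, cut at about 23% in these data, passing the limit was not always enough; inconclusive means conflicting primary data, or primary hits not chosen for dose response; inactive means low primary inhibition, or under 50% at every dose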;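 further: plate controls were DMSO full reaction for no effect and no enzyme background for full effect; strong numbers were not always called active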
XIAP antagonists – XIAP antagonists, biochemical, IAP family, fluorescence polarization (AID 1018) | XIAP BIR domain, fluorescence polarization peptide displacement; higher % means a stronger effect | one-dose displacement, % at 20 µM; IC50 in µM for titrated hits | actives 0.007% (n = 200,000); in the data active means displacement above about 50%; further: a part of the inactive calls stands beside numbers as strong as those of hits
human PMI inhibition – inhibitors of human PMI, primary screen, biochemical, fluorescence intensity, coupled assay (AID 1209); purified PMI enzyme, coupled fluorescence intensity; higher % means a stronger effect; inhibition, % at 20 µM; hits with a dose series show IC50 in µM; actives 0.42% (n = 190,000);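 further: plate controls were DMSO vehicle for no effect and wells lacking substrate for full effect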
Dynein transport cytoplasmic EGFP – further read-out of Dynein transport, marked with its call; z-score; measured here: cytoplasmic GR-EGFP intensity; active compounds read high
Dynein transport nuclear GR-EGFP – also measured in Dynein transport; calls as there; z-score; measured here: nuclear GR-EGFP intensity;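 lower value marks the stronger effect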
Dynein transport cell count – further read-out of Dynein transport, marked with its call; z-score; measured here: cell count per field
* = called active by the depositor; ? = inconclusive; · = no result given. Unless noted, no stated cut-off is given here; in the data, active means inhibition above about 50%; inactive means the rest.

The first two compounds, ahead of the listing:
SMILES	P. falciparum M17LAP	Dynein transport	Dynein transport cytoplasmic EGFP	Dynein transport nuclear GR-EGFP	Dynein transport cell count	AID2073	SIAH1 antagonists	LYP phosphatase	human PMI inhibitors	P. falciparum M1AAP	XIAP antagonists	human PMI inhibition
CC(C)(C)OC(=O)N1CCN(C(=O)[C@H](Cc2ccc(O)cc2)n2cc(CCO)nn2)CC1	8%	0.29	-0.32	0.48	-0.17	10%	8%	-6%	-2%	0%	-3.9%	0%
O=C(NCCCN1CCOCC1)C(C(=O)NCCCN1CCOCC1)c1ncc(C(F)(F)F)cc1Cl	-1%	0.81	-0.073	1.3	-1.9	2%	-6%	-10%	-4%	-8%	-3.6%	3%

The list itself, repeating the preview:
SMILES	P. falciparum M17LAP	Dynein transport	Dynein transport cytoplasmic EGFP	Dynein transport nuclear GR-EGFP	Dynein transport cell count	AID2073	SIAH1 antagonists	LYP phosphatase	human PMI inhibitors	P. falciparum M1AAP	XIAP antagonists	human PMI inhibition
CC(C)(C)OC(=O)N1CCN(C(=O)[C@H](Cc2ccc(O)cc2)n2cc(CCO)nn2)CC1	8%	0.29	-0.32	0.48	-0.17	10%	8%	-6%	-2%	0%	-3.9%	0%
O=C(NCCCN1CCOCC1)C(C(=O)NCCCN1CCOCC1)c1ncc(C(F)(F)F)cc1Cl	-1%	0.81	-0.073	1.3	-1.9	2%	-6%	-10%	-4%	-8%	-3.6%	3%
N#Cc1cccc(NC(=O)COC(=O)CCc2nc3ccccc3c(=O)[nH]2)c1	-4%	-0.7	-0.29	0.38	0.43	1%	-2%	-7%	-1%	0%	-1.0%	-2%
c1ccc(Nc2cccc3c(Nc4ccccc4)cccc23)cc1	·	-0.54	-0.8	-0.51	0.27	6%	2%	-6%	·	·	·	·
N#C/C(=C\c1cccnc1)c1nc2c(s1)CCCC2	10%	-1.1	-0.37	-0.41	1	11%	-1%	-1%	8%	16%	-4.8%	2%
CCOC(=O)c1nc(-c2ccc(OC)c(OC)c2)cnc1C#N	0%	-0.46	-0.31	-0.49	0.58	18%	-4%	-11%	-15%	10%	-5.5%	-4%
CCN(CCn1cccn1)C(=O)c1cc(COc2c(F)cccc2F)on1	4%	-0.27	-0.27	-0.061	0.5	31%	11%	-3%	2%	2%	-1.5%	5%
CC1Cc2ccccc2N1CC(=O)Nc1ccc2c(c1)OCO2 (stereo unspecified)	4%	-0.42	0.76	0.35	-0.33	-13%	1%	6%	-1%	4%	-15%	2%
O=C(c1ccc(Cl)cc1)c1c[nH]c(C(=O)C(Cl)(Cl)Cl)c1	15%	-3.7*	0.47*	-1.9*	-0.12*	-20%	2%	-2%	-27%	4%	-2.7%	-6%
CCOC(=O)CCCNC(=O)CCCNC(=O)C(c1ccccc1)c1ccccc1	-1%	-0.41	-0.042	-0.34	0.42	12%	-1%	-5%	-4%	8%	-6.9%	-13%
N#C/C(=C\c1ccc(OCc2ccccc2)cc1)C(N)=O	10%	-0.037	-0.2	0.049	-0.094	6%	-1%	-2%	-3%	5%	-0.7%	-8%
Cc1ccc(N)c(C(O)(C(F)(F)F)C(F)(F)F)c1	-6%	-1	-0.22	-0.61	0.33	-10%	1%	0%	5%	12%	0.1%	5%
COc1ccccc1N1CCN(C(=O)C2c3ccccc3Oc3ccccc32)CC1	-12%	1.4	-0.22	0.68	-0.86	4%	-5%	-8%	5%	5%	-3.5%	6%
Cn1c(S(=O)(=O)c2ccc([N+](=O)[O-])cc2)nc(Br)c1Br	-2%	0.66	0.047	0.55	-0.59	-4%	0%	-4%	·	-7%	·	·
Cc1nc2ccccc2c2c1C(=O)N(C)C2=O	-4%	-0.41	-0.29	-0.27	-0.29	8%	-2%	0%	19%	10%	-8.1%	20%
CC(Cc1n[nH]c(=S)o1)c1ccccc1 (stereo unspecified)	-18%	-1.2	-0.35	-0.57	1.2	16%	1%	1%	-9%	19%	-5.2%	-18%
Cc1noc(C)c1C(=O)N1CCN(S(=O)(=O)c2cccc(Cl)c2Cl)CC1	3%	-1	-0.26	-0.37	0.71	-5%	0%	-4%	·	-3%	·	·
O=S1(=O)N=C2CCCCCN2C(c2ccc(F)cc2)N1 (stereo unspecified)	-2%	0.87	-0.34	0.8	1.3	-3%	-4%	4%	-1%	0%	-4.5%	3%
CN(Cc1ccccc1)c1nc2nonc2nc1N1CCCC(CN2CCCC2=O)C1 (stereo unspecified)	5%	1.1	-0.19	0.42	-0.43	-9%	-10%	-3%	·	16%	·	·
COc1cccc(/C=N/Nc2nc(Nc3ccc([N+](=O)[O-])cc3)nc(N3CCCC3)n2)c1O	3%	-0.39	-0.23	-0.23	0.04	42%	-13%	4%	-1%	-1%	-9.0%	-18%
CCOC(=O)C1=C(CN2CCOCC2)NC(=O)NC1c1cc(C)ccc1C (stereo unspecified)	-11%	-0.0097	-0.22	0.32	0.0063	1%	-4%	-7%	7%	2%	-5.7%	8%
CCOc1ccccc1NC(=O)CCNC(=O)c1ccc(Cl)cc1	8%	0.64	-0.23	0.34	-0.084	-7%	0%	-4%	10%	-1%	-2.2%	12%
COc1cccc(-c2ccc3c(N)c(C(=O)NC4CC4)sc3n2)c1	·	-0.52	-0.13	0.3	-0.051	-4%	10%	-5%	·	·	·	·
COc1cc(NC(=O)COC(=O)CNC(=O)c2ccc(C)cc2)c(C)cc1[N+](=O)[O-]	8%	-0.18	-0.22	-0.00032	-0.37	11%	-3%	-8%	-8%	11%	-6.5%	0%
CCC(NC(=O)OC(C)(C)C)C(=O)Oc1ccc2c3c(c(=O)oc2c1)CCC3 (stereo unspecified)	-221%	-0.41	-0.22	0.14	0.27	?	4%	-8%	2%	30%	-1.2%	2%
Next part:
SMILES	P. falciparum M17LAP	Dynein transport	Dynein transport cytoplasmic EGFP	Dynein transport nuclear GR-EGFP	Dynein transport cell count	AID2073	SIAH1 antagonists	LYP phosphatase	human PMI inhibitors	P. falciparum M1AAP	XIAP antagonists	human PMI inhibition
Cc1ccc(NC(=O)/C=C/c2cccc(C(F)(F)F)c2)cc1	-1%	0.13	-0.14	0.27	-0.55	2%	3%	-3%	11%	1%	-4.6%	8%
CC(=O)c1ccc(OCc2cc(=O)n3ccsc3n2)cc1	12%	0.09	-0.28	-0.21	-0.35	13%	-1%	-2%	-11%	14%	-2.5%	-9%
Cc1ccc(S(=O)(=O)N2CCN(CC(=O)Nc3ccc4c(c3)CCC4)CC2)cc1C	8%	-0.81	-0.33	-0.82	1.3	7%	0%	11%	17%	2%	-4.6%	11%
OCC1CCCN(Cc2ccc(-c3ccccc3)cc2)C1 (stereo unspecified)	18%	2.1	-0.043	1.1	-2.3	3%	0%	-10%	1%	-7%	-4.4%	0%
O=C(c1c(Cl)cccc1Cl)N1CCN(c2ccccn2)CC1	11%	0.32	-0.27	0.52	1.2	3%	-2%	-12%	-2%	4%	19%	3%
Cc1ccc(S(=O)(=O)/N=C/N(C)C)cc1	-1%	0.46	-0.17	0.42	-0.25	-8%	14%	0%	4%	3%	-9.1%	-3%
CC1=CC(C)(C)NC(=S)N1c1ccc(C)cc1C	1%	1.3	-0.01	0.84	-1.6	10%	-5%	-8%	3%	5%	-5.9%	-12%
COc1ccc(/C=N\NC(=O)COc2ccccc2Cl)cc1Cn1nc(C)cc1C	-2%	0.2	-0.23	0.38	1.2	-2%	-5%	-13%	-2%	4%	-0.8%	-2%
Cc1cc2ccc(C)c(C)c2nc1SCC#N	4%	-0.29	-0.41	0.15	-0.013	2%	1%	-5%	16%	8%	-18%	20%
CCCCc1nnc(NC(=O)CSc2nc(N)cc(=O)[nH]2)s1	19%	-0.32	-0.23	-0.4	1.2	-8%	-11%	-10%	51%*	7%	-10%	21%
CCOC(=O)C1(Cc2ccccc2)CCN(Cc2cccc3c2OCO3)CC1	-16%	0.12	-0.34	0.56	0.2	34%	7%	0%	16%	-6%	1.1%	16%
CN(c1ccccc1)S(=O)(=O)c1ccc(Cl)c(C(=O)Nc2ccc(N3CCOCC3)cc2)c1	12%	-0.68	-0.19	-0.73	-0.32	10%	3%	6%	24%	0%	-6.7%	18%
COc1ccc(-c2[nH]ncc2CNCCc2ncccc2C)cc1F	3%	-0.089	-0.19	-0.13	0.42	-13%	-6%	-4%	·	-1%	-3.4%	·
Cc1ccc(CN(Cc2ccccc2)C(=S)Nc2ccccc2C)o1	-5%	-0.5	-0.17	-0.51	0.13	-22%	7%	0%	7%	6%	-1.1%	6%
COCC(C)n1c(C)cc(C(=O)CSc2cc(C)c3ccccc3n2)c1C (stereo unspecified)	-8%	-0.56	-0.25	-0.55	0.76	0%	8%	-6%	11%	8%	-3.2%	7%
Cc1ncc([N+](=O)[O-])n1CC(=O)NCc1ccccc1	-8%	-0.79	-0.22	-0.3	0.21	2%	-6%	-7%	-8%	-9%	-5.3%	-4%
O=C(OCCCN=C1NS(=O)(=O)c2ccccc21)c1ccc(F)cc1	5%	-0.38	-0.12	0.097	0.62	-5%	6%	-6%	7%	2%	-6.3%	12%
Cn1nc(C(C)(C)C)cc1C(=O)Sc1cccc(Br)c1	0%	-1.6	-0.093	-0.51	0.44	-40%	12%	-4%	·	0%	·	·
O=C(CCc1ccc(S(=O)(=O)NC2CCCCC2)cc1)NCc1ccc(Cl)cc1	1%	0.32	-0.15	0.35	0.064	-3%	5%	-8%	0%	10%	0.4%	8%
CCOC(=O)C1=C(C)N(CC(C)C)C(=O)/C1=C\c1cccs1	1%	-0.4	0.43	-0.48	0.76	3%	4%	-1%	·	-3%	·	·
O=C(C[n+]1cc(-c2ccccc2)n2c1CCC2)OCc1ccccc1	5%	-0.061	-0.24	0.16	-1.1	4%	-1%	-15%	1%	-4%	-8.7%	3%
CC1=Nc2cc(C(=O)NCc3ccco3)ccc2Sc2ccc(C)cc21	-10%	-0.046	-0.2	-0.27	0.11	36%	6%	5%	5%	5%	-38%	10%
O=C(COC(=O)c1c(Cl)cccc1Cl)NC1CCCCC1	-6%	1.3	-0.16	0.91	-1.7	9%	3%	2%	0%	-3%	-3.3%	0%
CCNC(=O)CN(c1ccc(CC)cc1)S(C)(=O)=O	1%	-0.078	-0.22	0.2	1.7	?	-1%	-5%	-3%	6%	-4.1%	0%
C#CCn1c(=NC(=O)CSCC(=O)N2CCOCC2)sc2ccccc21	4%	-0.15	-0.17	0.96	-0.56	-6%	12%	-2%	2%	4%	0.3%	1%
Cn1c2ccccc2c2cnn(CC(=O)Nc3ccc(F)cc3F)c(=O)c21	9%	-1	-0.14	0.15	0.65	12%	0%	-12%	·	0%	·	·
CCOc1ccc(S(=O)(=O)N2CCCCC2)c(C)c1C	-1%	0.055	-0.38	0.33	0.49	1%	-3%	-5%	9%	0%	-2.0%	12%
